ER stress death – protection against thapsigargin ER stress killing – CSM14.1 cells, ATP luminescence, primary screen | CSM14.1 thapsigargin ER stress survival | relative survival (cellular ATP), % at 15 µg/mL (by protocol) | hit rate 0.33% among 48,000;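 active means survival measured by cellular ATP above 50% at 15 µg/ml in the first screen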;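 further: cell death triggered by about 15 µM thapsigargin; ATP read 24 h after thapsigargin was added; plate controls were thapsigargin with DMSO for no effect and DMSO without thapsigargin for full effect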
Active calls of the source: *.

Sample of the layout:
SMILES	ER stress death
COc1cc(/C=C2\C(=O)NC(=O)N(c3ccc(C)cc3)C2=O)cc(Cl)c1O	5.0
O=C(/C=C/c1ccc(F)cc1)c1nc2ccccc2s1	-5.6
CCOC(=O)C(=CNc1ccc(C)c(C)c1)C(=O)OCC	1.4
COc1ccc(CC(=O)N2CCN(c3cccc(Cl)c3)CC2)cc1OC	7.1
CC1(C)C2CCC1(C)C(NC(=O)C1CC3c4ccccc4C1c1ccccc13)C2 (stereo not drawn)	1.6
O=C(NC(Cc1ccccc1)C(=O)Nc1ccccc1)OCc1ccccc1 (stereo not drawn)	2.8

Results, from the first entry:
SMILES	ER stress death
COc1cc(/C=C2\C(=O)NC(=O)N(c3ccc(C)cc3)C2=O)cc(Cl)c1O	5.0
O=C(/C=C/c1ccc(F)cc1)c1nc2ccccc2s1	-5.6
CCOC(=O)C(=CNc1ccc(C)c(C)c1)C(=O)OCC	1.4
COc1ccc(CC(=O)N2CCN(c3cccc(Cl)c3)CC2)cc1OC	7.1
CC1(C)C2CCC1(C)C(NC(=O)C1CC3c4ccccc4C1c1ccccc13)C2 (stereo not drawn)	1.6
O=C(NC(Cc1ccccc1)C(=O)Nc1ccccc1)OCc1ccccc1 (stereo not drawn)	2.8
O=C(O)CCCCCCCCCCN1C(=O)/C(=C/c2cccc(Br)c2)SC1=S	8.8
O=C1CSC2=NCN(c3cccc(Cl)c3)CN12	-1.2
CC(=O)NC(c1ccc(C)cc1)c1c(OC(C)=O)ccc2ccccc12 (stereo not drawn)	9.6
CCN(CC)S(=O)(=O)c1ccc(-c2ccc(S(=O)(=O)N(CC)CC)cc2)cc1	-2.3
COc1ccc(C)cc1NC(=O)c1ccc([N+](=O)[O-])c(C)c1	-3.0
CCOC(=O)c1cc2nc(-c3ccc(OC)cc3)cc(C(F)(F)F)n2n1	3.9
COc1ccc(/C=N/Nc2nnc(-c3ccccc3)c(-c3ccccc3)n2)c(OC)c1	1.0
O=C(NCc1ccc2c(c1)OCO2)c1ccc(S(=O)(=O)N2CCCC2)cc1	4.5
COc1ccc(-n2nc3cc(C)c(NC(=O)c4cccc5ccccc45)cc3n2)cc1	3.8
COc1ccccc1/C=N/N=C1/NC(=O)C(CC(=O)Nc2cccc(C(C)=O)c2)S1 (stereo not drawn)	0.8
COc1cccc(C(=O)NC(NC(=S)Nc2ccc(Cl)cc2Cl)C(Cl)(Cl)Cl)c1 (stereo not drawn)	3.8
COc1ccc(N2CC(C(=O)N/N=C/c3cc(OC)ccc3OC)CC2=O)cc1 (stereo not drawn)	1.8
Cc1c(Cl)cccc1N=C1NC(=O)/C(=C/c2ccc(OC(C)C)cc2)S1	-1.0
CCOC(=O)C1=C(O)/C(=C\c2ccccc2OC)N=C1C	10.2
CCOC(=O)c1c(NC(=O)c2ccc(Br)cc2)sc(C(=O)N(CC)CC)c1C	13.6
CN1CCN(C(=O)/C=C/c2ccc(Cl)cc2)CC1	0.9
CC(N=Cc1ccc(O)cc1)C1COc2ccccc2O1 (stereo not drawn)	11.1
Cc1ccc(NC(=S)NC(=O)c2ccccc2Cl)cc1C	1.8
O=C1C=C/C(=N\S(=O)(=O)c2cccc([N+](=O)[O-])c2)c2ccccc21	-5.4

Some of the entries so far, with each value named:
CCOC(=O)c1c(NC(=O)c2ccc(Br)cc2)sc(C(=O)N(CC)CC)c1C
  ER stress death: 13.6

CN1CCN(C(=O)/C=C/c2ccc(Cl)cc2)CC1
  ER stress death: 0.9

CC(N=Cc1ccc(O)cc1)C1COc2ccccc2O1 (stereo not drawn)
  ER stress death: 11.1

Cc1ccc(NC(=S)NC(=O)c2ccccc2Cl)cc1C
  ER stress death: 1.8

Next section
SMILES	ER stress death
O=C(NC(=S)NCCCN1CCOCC1)c1ccc(Cl)cc1Cl	-1.3
CCSCCOC(=O)C1=C(C)N(C)C(=O)NC1c1cc(OC)ccc1OC (stereo not drawn)	-0.3
CC1=NNC(=O)C1CCC(=O)N/N=C/c1c(Cl)cccc1Cl (stereo not drawn)	3.8
CCOC(=O)CNC1CC(C)(C)NC(C)(C)C1	3.2
O=C(NCCNS(=O)(=O)c1ccccc1)c1c(O)c2ccccc2oc1=O	4.9
C#CCOc1ccc(/C=C2\C(=O)NC(=O)N(c3ccc(C)cc3)C2=O)cc1OCC	12.7
C=COCCNC(=O)C(=O)Nc1ccccc1C	12.0
CC(C)CN1C(=O)/C(=C/c2cccc([N+](=O)[O-])c2)SC1=S	-1.6
CCOc1cc(/C=c2\sc3nc4ccccc4n3c2=O)cc(Br)c1OCc1ccc(F)cc1	-1.9
CC(C)CCNC1=CC(=O)CC(c2ccccc2)C1 (stereo not drawn)	-0.7
Cc1cc(Cl)ccc1NC(=O)c1cccc([N+](=O)[O-])c1C	3.7
CCOC(=O)c1cnn2c(C)cc(C)nc12	12.0
C#CCOc1c(Cl)cc(C2C(C(=O)OC)=C(C)NC3=C2C(=O)c2ccccc23)cc1Cl (stereo not drawn)	2.8
O=[N+]([O-])c1cc(-c2nnc(-c3ccccc3)o2)cc([N+](=O)[O-])c1	11.2
CC(=O)Nc1ccc(NC(=S)NC(NC(=O)c2cccc([N+](=O)[O-])c2)C(Cl)(Cl)Cl)cc1 (stereo not drawn)	8.2
Fc1ccc(Cn2cc(/C=N/n3cnnc3)c3ccccc32)cc1	-1.4
COc1cccc(/C=N/NC(=O)CCNc2n[nH]c(=O)[nH]c2=O)c1OC	-4.6
COc1ccc(N/C(C)=C/C2=[N+](c3ccccc3)C(O)(c3ccccc3)CS2)cc1 (stereo not drawn)	-1.3
O=[N+]([O-])c1cccc(S(=O)(=O)N2CCN(c3ccccc3)CC2)c1	2.0
Cc1ccc(NC(=O)COc2ccc(Cl)cc2)c([N+](=O)[O-])c1	9.7
COc1ccc(/C=C/C(=O)/C=C/c2ccc(N(C)C)cc2)cc1	5.0
Cc1c(OC(C)C)ccc2c1oc(=O)c1ccccc12	13.0
CN(C)c1ccc(C2/C(=C(\O)c3ccc(Cl)cc3)C(=O)C(=O)N2CCCCCC(=O)O)cc1 (stereo not drawn)	-4.0
COC(=O)c1ccc(NC(=O)c2ccccc2C(F)(F)F)cc1	1.1
Cc1ccccc1NC(=S)NC(=O)/C=C/c1ccccc1	2.5
Going on with the list.
SMILES	ER stress death
Cc1ccc(C(=O)Nc2nc(-c3ccc(F)cc3)cs2)cc1[N+](=O)[O-]	6.1
CCOc1ccc(C(=O)Nc2cc(Cl)cc(Cl)c2)cc1[N+](=O)[O-]	-1.1
O=C(c1ccccc1F)N1CCN(Cc2ccc(F)cc2)CC1	-2.1
COc1ccc(Cl)cc1/C=C1\C(=O)NC(=O)N(c2cc(C)cc(C)c2)C1=O	-1.1
CC1(CC(=O)NNC(=O)Nc2ccccc2)OCCCO1	7.9
CCOC(=O)c1c(C)nc2ccccn12	4.0
FC(F)(F)c1nc2ccccc2n1CC#CCn1c(C(F)(F)F)nc2ccccc21	-2.1
CCOC(=O)C1=C(O)/C(=C/N(C)C)N=C1C	1.1
CCOC(=O)c1[nH]c(C)c(C(=O)N/N=C/c2ccc(-c3ccc(Cl)cc3)o2)c1C	-6.4
CCCCOc1ccccc1C1C(C(=O)OC)=CNC=C1C(=O)OC	8.6
Cc1no[n+]([O-])c1COc1ccccc1C=O	-0.8
C/C(=N\NC(=O)c1cc(-c2ccco2)[nH]n1)c1ccc(O)cc1	1.3
CC1=NN(c2ccc(S(N)(=O)=O)cc2)C(=O)/C1=C\c1cccc(Br)c1	13.2
COc1ccccc1N1CCN(C(=O)c2ccc(I)cc2)CC1	0.1
O=C(Nc1cc(Br)cc2cccnc12)c1ccc(Cl)cc1	2.4
C=C(C)CNC(=S)Nc1sc2c(c1C(=O)OCC)CCCC2	4.8
CC(=O)N(CCCN(C)C)Cc1ccc2c(c1)OCO2	6.1
COc1ccc(C(=O)NCC(C)C)cc1OC	5.6
CCOc1cc(/C=N\NC(=O)c2ccccc2Cl)cc([N+](=O)[O-])c1O	-9.7
CN(C)Cc1c(O)c[n+]([O-])c2ccccc12	10.8
O=C(c1ccccc1)N1CCN(C2CC(=O)N(CCc3ccccc3)C2=O)CC1 (stereo not drawn)	4.7
COc1ccc(C(=O)/C=C/c2cccc(Cl)c2Cl)cc1	-2.9
CCCOc1ccc(N2C(=O)CC(N3CCC(C(N)=O)CC3)C2=O)cc1 (stereo not drawn)	3.3
Cc1ccc(C2=C/C(=C\c3cc([N+](=O)[O-])ccc3Cl)C(=O)O2)cc1	0.0
O=C(c1ccco1)N(CCN(Cc1ccccc1)C(=O)c1ccco1)Cc1ccccc1	2.7

Arranged by length of the SMILES (descending): some entries from above.
SMILES	ER stress death
O=C(c1ccccc1)N1CCN(C2CC(=O)N(CCc3ccccc3)C2=O)CC1 (stereo not drawn)	4.7
COC(=O)c1ccc(NC(=O)c2ccccc2C(F)(F)F)cc1	1.1
CCOC(=O)C1=C(O)/C(=C\c2ccccc2OC)N=C1C	10.2

Next entries follow.
SMILES	ER stress death
CC1=NN(c2cccc(C(=O)O)c2)C(=O)/C1=C\c1cccc([N+](=O)[O-])c1	-2.6
CC(C)(O)C#Cc1ccc(C(=O)NCc2ccco2)cc1	3.6
CCCN1C(=O)c2ccccc2NC1c1cc(OC)c(OC)c(OC)c1 (stereo not drawn)	-1.5
O=S(=O)(Nc1cc(Cl)c(O)c2ccccc12)c1ccc(F)cc1	-12.0
COc1cc(NC(=O)c2cccc(Cl)c2)c(OC)cc1Cl	7.9
CCCCOc1ccccc1NC(=O)c1cc(SC)ccc1Cl	5.4
C=C(NC(C)=O)C(=O)c1ccc([N+](=O)[O-])cc1	-5.0
O=C(C[n+]1ccc(C(=O)NCc2ccccc2)cc1)c1ccc(-c2ccccc2)cc1	-9.1
CC(=O)n1nc(C)c2c1CC(C)(C)CC2=O	5.1
CSc1nc(C)c2c(n1)OC(CN1C(=O)c3ccccc3C1=O)C2 (stereo not drawn)	-3.3
O=C1NC(=S)NC(=O)C1=Cc1ccc(OCc2ccc3ccccc3c2)c(Br)c1	-0.9
O=C(Nc1ccc(NC(=O)c2ccc(-c3ccc(Br)cc3)o2)cc1)c1ccco1	-1.7
S=C(Nc1ccccc1)N1CCc2ccccc21	8.4
N#Cc1c(N)[nH]c(=S)c(C#N)c1-c1ccc(Br)cc1	8.8
CC(=O)c1ccc(NC(=O)COc2ccc(C)cc2)cc1	6.2
CC(=O)NNc1nc2ccccc2s1	-4.1
Cc1cc(C)c2c(c1)=C(c1sc(=S)[nH]c1O)C(=O)N=2	-9.3
Cc1ccccc1NC(=O)CN(c1ccc(Oc2ccccc2)cc1)S(C)(=O)=O	4.4
COc1ccc(N(CC(=O)Nc2cccc(C(F)(F)F)c2)S(=O)(=O)c2ccccc2)cc1Cl	5.1
C/C(Cn1nnc([N+](=O)[O-])n1)=N\NC(=O)c1ccccc1Cl	23.5
O=C(CSC1CC(=O)N(c2cccc(Br)c2)C1=O)Nc1ccc(Cl)cc1 (stereo not drawn)	0.1
C=CCN1C(=O)/C(=C\c2cc(OC)cc(OC)c2)SC1=S	8.0
O=C(Cn1nc(-c2ccccc2)c2ccccc2c1=O)N1CCCCC1	3.9
CCOc1ccc(C=NNC(=O)CNS(=O)(=O)N2CCOCC2)cc1	-3.9
O=C(Cc1ccccc1)Nc1ccc(SC(F)(F)C(F)(F)C(F)(F)F)cc1	11.8
(continued)
SMILES	ER stress death
Cc1ccc(S(=O)(=O)N(CCO)CC(O)Cn2c3ccc(Cl)cc3c3cc(Cl)ccc32)cc1 (stereo not drawn)	-1.1
Cc1ccc(S(=O)(=O)/N=C(/Nc2cccc([N+](=O)[O-])c2)c2ccccc2)cc1	0.8
CCOC(=O)C1C(=O)C=C(C)C(C(=O)OCC)C1c1ccc(Br)cc1 (stereo not drawn)	3.2
CCCCOc1ccc(C(=O)N2CCCc3ccccc32)cc1	-2.6
Cc1ccc2nc(SCc3ccc([N+](=O)[O-])cc3)nc(C)c2c1	1.9
Cc1cc(C)c(OCCCCN2CCCCC2)c(C)c1	-4.9
COc1ccc(NC(=O)COc2ccc(-c3ccc(C)cc3)cc2)c([N+](=O)[O-])c1	9.9
Cc1nnc(C)n1/N=C/c1cccs1	3.9
Cc1cc(C(=O)N=Nc2c(O)n(CCCC#N)c3ccccc23)n[nH]1	0.0
NS(=O)(=O)c1ccc(NC(=O)c2ccc(S(=O)(=O)N3CCOCC3)cc2)cc1	3.8
Cc1c(C#N)c(N=CN(C)C)c(C(=O)c2ccc(Br)cc2)n1-c1ccc(Br)cc1	-0.9
Cc1ccc(/C=C/C(=O)Nc2cccc3ccccc23)o1	5.7
Cc1c(NC(=O)Nc2ccc(Cl)cc2)c(=O)n(-c2ccccc2)n1C	6.6
COC(=O)C1=C(C)N(C)C(C)=C(C(=O)OC)C1c1ccccn1	-4.8
Cc1ccc(O)c(NC(=O)c2cc3nc(-c4ccc(F)cc4)cc(C(F)(F)F)n3n2)c1	8.8
CC1=NN(c2nc(-c3ccc(Cl)c(Cl)c3)cs2)C(=O)C1C (stereo not drawn)	-2.8
C=CCN1C(=O)C(Cc2ccccc2)SC1=Nc1ccc(C(=O)O)cc1 (stereo not drawn)	2.4
COc1ccc(/C=C2/SC(=S)N(CCC(=O)N3CCN(C4=NC(=O)/C(=C\c5ccc(C)cc5)S4)CC3)C2=O)cc1	7.8
Cc1cccc(NC(=O)CCC(=O)N/N=C/c2cccs2)c1	-0.6
O=C1c2ccccc2C(=O)c2c1cccc2N(Cc1ccccc1)C(=O)C(F)(F)F	5.4
CCc1ccc(/C(=C2/OC(=O)c3ccccc32)[N+](=O)[O-])cc1	-3.7
O=C(c1ccccc1)N1CCN(C2CCN(Cc3ccccc3)CC2)CC1	0.3
COc1ccc(/C=C/C(=O)Nc2ccc([N+](=O)[O-])cc2OC)cc1Br	7.0
CCCOC(=O)c1ccc(NC(=O)c2ccccc2[N+](=O)[O-])cc1	1.6
Cc1ccc(S(=O)(=O)C(CC(=O)c2ccccc2)c2ccc(Cl)cc2)cc1 (stereo not drawn)	-1.1
NS(=O)(=O)c1ccc(NC(=O)c2ccc(Br)o2)cc1	3.1
CCCC(=O)NC(c1ccco1)c1c(O)ccc2ccccc12 (stereo not drawn)	1.6

Source: PubChem BioAssay

An excerpt; count on the stated rates, not on these rows.
